# pPAFAH FP inh: pPAFAH enzyme inhibitors, primary screen, biochemical, fluorescence polarization, human | recombinant pPAFAH, FP-rhodamine probe fluorescence polarization | inhibition, % at 3.39 µM | hit rate 1.5% among 330,000;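 active means inhibition above the mean inhibition across the screen plus 3 SD, cut at about 25% in these data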;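 further: inhibitors block binding of the rhodamine activity-based probe so polarization drops; 0% = enzyme with DMSO and 100% = wells lacking pPAFAH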
# Target sequence (Q13093 whole entry, looked up): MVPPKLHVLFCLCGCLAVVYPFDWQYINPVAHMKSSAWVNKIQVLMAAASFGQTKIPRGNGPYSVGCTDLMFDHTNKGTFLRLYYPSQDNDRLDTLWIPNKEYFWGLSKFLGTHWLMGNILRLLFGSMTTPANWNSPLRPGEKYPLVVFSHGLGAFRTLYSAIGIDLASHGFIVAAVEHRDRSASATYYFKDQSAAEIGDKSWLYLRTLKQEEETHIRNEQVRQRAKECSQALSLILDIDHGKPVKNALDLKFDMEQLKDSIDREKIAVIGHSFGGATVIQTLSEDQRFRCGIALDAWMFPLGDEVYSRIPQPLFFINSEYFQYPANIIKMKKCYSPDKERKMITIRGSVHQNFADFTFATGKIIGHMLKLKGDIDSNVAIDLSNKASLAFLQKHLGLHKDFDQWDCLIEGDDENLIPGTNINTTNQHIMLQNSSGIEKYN
# BCLXL inh: inhibitors of human Bcl-xL, primary screen, biochemical, fluorescence polarization, HTS. GST-Bcl-xL / FITC-Bim BH3 peptide fluorescence polarization. hit rate 0.7% among 320,000. Bcl-2-like protein 1 (Homo sapiens), Q07817. inhibition, % at 10.9 µM;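 active means inhibition above the mean of all tested compounds plus 3 SD, cutoff set per campaign, cut at about 30% in these data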;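 further: 0% = DMSO wells and 100% = unlabeled Bim-BH3 peptide competitor; inhibitors lower millipolarization by displacing the labeled peptide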
# PME-1 primary: PME-1 inhibitors via competitive probe labeling, primary screen, biochemical, fluorescence polarization, FP-Rh probe, HTS; recombinant PME-1; inhibition, % at 5.9 µM; hit rate 0.53% among 320,000; AID 2130, 2009;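 active means inhibition above the campaign mean of all compounds plus 3 SD, cut at about 26% in these data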;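 further: competitive labeling of PME-1 active site by serine hydrolase directed probe; 0% = PME-1 with DMSO and 100% = wells lacking PME-1 enzyme; inhibitors block probe labeling so polarization falls and inhibition rises; many of its hits are not listed in these tables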
# PAFAH1B2 inh: PAFAH1B2 enzyme inhibitors, primary screen, biochemical, fluorescence polarization, human; AID 492953, 2010; Platelet-activating factor acetylhydrolase IB subunit alpha2 (Homo sapiens), P68402; recombinant PAFAH1B2, FP-rhodamine activity probe; inhibition, % at 3.39 µM; hit rate 1.2% among 340,000;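 active means inhibition above the mean of all tested compounds plus 3 SD, cut at about 24% in these data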;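 further: 0% = enzyme with DMSO and 100% = wells lacking PAFAH1B2; many of its hits are not listed in these tables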
# Target sequence (P68402 whole entry, looked up): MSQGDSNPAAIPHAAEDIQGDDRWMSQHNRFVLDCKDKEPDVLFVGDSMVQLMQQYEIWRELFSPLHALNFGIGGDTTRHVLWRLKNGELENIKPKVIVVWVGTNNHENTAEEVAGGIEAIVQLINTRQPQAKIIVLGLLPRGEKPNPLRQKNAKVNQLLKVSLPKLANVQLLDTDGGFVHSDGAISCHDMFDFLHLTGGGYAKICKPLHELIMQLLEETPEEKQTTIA
# MEX-5 binding: MEX-5 zinc finger RNA-binding disruptors – biochemical, C. elegans, fluorescence polarization, MLPCN library, primary screen; Zinc finger protein mex-5 (Caenorhabditis elegans), Q9XUB2; MEX-5/FITC-TCR2 RNA binding; stronger effect = lower value; activity score (negative = inhibition of binding), % at 10 µM; hit rate 0.38% among 300,000; AID 1832, 2009;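 active means inhibition past about -25% in most replicates, and total fluorescence under double the plate's negative control median, limit read from the data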;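 further: 0% = DMSO and -100% = 5 µM competing unlabeled TCR2 RNA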
# MCL1-BIM inh: inhibitors of MCL1 binding to BIM-BH3, primary screen, biochemical, fluorescence polarization; Induced myeloid leukemia cell differentiation protein Mcl-1 (Homo sapiens), Q07820; GST-MCL1 / FITC-Bim-BH3 fluorescence polarization; inhibition, % at 10.9 µM; hit rate 0.68% among 320,000; AID 2057, 2009;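 active means inhibition above the mean inhibition of all tested compounds plus 3 SD, set per campaign, cut at about 40% in these data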;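 further: 0% = DMSO wells and 100% = unlabeled Bim-BH3 peptide control; higher means more loss of mP so more displacement of Bim peptide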
# Target sequence (Q07820 whole entry, looked up): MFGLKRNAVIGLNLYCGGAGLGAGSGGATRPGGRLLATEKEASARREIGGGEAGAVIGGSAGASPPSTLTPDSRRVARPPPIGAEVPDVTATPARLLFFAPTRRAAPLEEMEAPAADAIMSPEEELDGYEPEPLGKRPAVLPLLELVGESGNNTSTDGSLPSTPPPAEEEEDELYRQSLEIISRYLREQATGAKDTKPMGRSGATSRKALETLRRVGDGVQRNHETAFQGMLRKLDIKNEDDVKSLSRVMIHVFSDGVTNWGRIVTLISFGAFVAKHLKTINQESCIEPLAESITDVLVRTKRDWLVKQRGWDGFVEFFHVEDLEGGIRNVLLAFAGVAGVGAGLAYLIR
# GLD-1 RNA inh: GLD-1/TGE RNA complex disruptors, primary screen, biochemical, fluorescence polarization; Female germline-specific tumor suppressor gld-1 (Caenorhabditis elegans), Q17339; purified GLD-1 + fluorescein TGE RNA; inhibition, % at 5.96 µM; hit rate 0.44% among 320,000; AID 2280, 2010;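 active means percent inhibition above a per-plate cutoff, the plate mean of test compounds plus 3 SD, cut at about 30% in these data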;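 further: 0% = DMSO wells with GLD-1 and probe and 100% = wells lacking GLD-1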
# AHR act: AHR activators, primary screen, cell-based, luminescence, luciferase reporter, human | Aryl hydrocarbon receptor (Homo sapiens), P35869 | AHR-responsive luciferase reporter cells | activation, % at 5 µM | hit rate 2.5% among 320,000; in the data active means activation above about 47%;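 further: 0% = vehicle wells and 100% = reference agonist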
# Fam108B counter: mouse Fam108B serine hydrolase inhibitors, primary screen, counter-screen for RBBP9 inhibitor project, biochemical, fluorescence polarization | recombinant Fam108B, FP-Rh probe fluorescence polarization | inhibition, % at 9.51 µM | hit rate 0.33% among 300,000;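 active means inhibition above the screen mean inhibition plus 3 SD, computed separately per campaign, cut at about 18% in these data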;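 further: inhibitors lower polarization as less probe binds the enzyme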
# * marks the source's active call; other numbers are inactive results; . = not tested or not shown. An excerpt (hit frequency here may not be typical).
SMILES,pPAFAH FP inh,BCLXL inh,PME-1 primary,PAFAH1B2 inh,MEX-5 binding,MCL1-BIM inh,GLD-1 RNA inh,AHR act,Fam108B counter
COc1ccc(S(=O)(=O)Nc2cccc3c2O[C@H](CN(C)CC2CC2)[C@@H](C)CN([C@H](C)CO)C3=O)cc1,-2,.,.,4,.,.,3,0,.
COc1cccc(Nc2nc3ccccc3n3cnnc23)c1,4,2,1,0,5.6,1,1,15,1
Cc1nc(-c2ccccc2)nc2n[nH]c(N)c12,-2,6,0,0,-1.9,-2,1,112*,4
S=c1[nH]nc(-c2ccccn2)n1/N=C/c1ccccc1,0,-11,-2,3,-0.9,-13,1,8,0
O=C(Nc1ccc2c(c1)CCC2)c1cccc(F)c1,6,1,-3,4,3.3,0,6,3,0
O=C(NCc1ccncc1)c1cc(C(=O)C2CCCCC2)c[nH]1,-3,-3,-7,3,1.9,-4,-1,13,-3
CCCCC(=O)OCC(=O)c1[nH]c(C)c(C(C)=O)c1C,5,4,-6,6,0.1,10,13,1,4
CN(Cc1cn(-c2ccccc2)nc1-c1ccc(Cl)cc1)C(=O)CCC(=O)O,0,9,-6,0,-1.2,8,1,9,-1
CCOc1ccccc1NS(=O)(=O)c1c[nH]c(C(=O)OC)c1,0,2,0,9,-0.7,2,-3,-1,-2
Cc1cccc(N2CCN(C(=O)CC(NC(=O)c3ccccc3)c3ccccc3)CC2C)c1 (stereo unspecified),-10,-9,-3,10,1.8,-13,0,3,-3
Cc1cccc(OCCOC(=O)C2CCN(S(=O)(=O)c3cccs3)CC2)c1,12,1,9,1,2.1,9,6,1,-2
O=C1CN(C(=O)c2ccccc2)C(c2ccccc2)c2cc(Cl)ccc2N1 (stereo unspecified),4,4,19,3,-3.2,0,-13,4,1
C/C(=N\NC(=S)NC1CCCCC1)c1ccccc1,11,8,-5,2,-1.6,14,3,16,3
CCSc1ccc([C@@H]2[C@H]3C(=O)N(CC)C(=O)[C@H]3[C@]3(C(=O)OC)CCCCN23)cc1OC,5,.,.,7,.,.,-5,6,.
CN1CCCN(C(=O)c2cccc3ccccc23)CC1,-1,5,0,1,-1.6,9,6,1,-1
COc1cc2c(cc1OC)C1=C(C#N)CC/C(=N\S(=O)(=O)c3ccccc3)N1CC2,-4,2,9,0,4.1,2,-2,6,-2
CCOc1ccc(CNC(=O)CN2C(=O)CSc3ccc(S(=O)(=O)N4CCOCC4)cc32)cc1OC,1,2,-2,2,0.5,2,1,1,4
CC(=O)c1cccc(NC(=O)CSc2nnc(-c3ccc(S(=O)(=O)N4CCCC4)cc3)o2)c1,6,4,-2,3,1.6,13,7,-2,-8
COc1ccc(C(CNC(=O)c2cccc3cccnc23)N(C)C)cc1 (stereo unspecified),1,4,6,5,0.8,6,1,5,0
CCN(C(=O)COC(=O)c1cc(S(=O)(=O)N2CCOCC2)c(Cl)cc1Cl)C1CCS(=O)(=O)C1 (stereo unspecified),0,-4,-8,.,-2.8,-8,1,-1,2
CNS(=O)(=O)c1cccc(C(=O)NCC(C)(C)N2CCCCC2)c1,0,4,-4,7,2.3,-3,3,0,1
COc1cc(CNCCNC(=O)c2nonc2N)ccc1OCc1ccc(Cl)cc1,-2,2,-2,4,0.5,8,0,4,1
COc1ccccc1OC(=O)c1ccc(SC)cc1OC,-5,0,7,6,-1.2,-3,-3,4,-5
CC1CCN(S(=O)(=O)c2cc(C(=O)Nc3ccccn3)ccc2Br)CC1,-1,5,-2,-3,-2.2,5,-3,8,-4
Cc1cc(-c2nnc(CCC(=O)N(C)CCc3ccccc3)o2)no1,7,3,3,2,0.0,4,3,1,2
O=C(CC1(O)C(=O)N(Cc2ccccc2Cl)c2ccccc21)c1ccco1 (stereo unspecified),15,5,-3,10,-3.6,6,-1,1,-5
O=C(/C=C/c1ccco1)Oc1cc(Br)cc(/C=N/NC(=O)c2ccccc2O)c1,5,-4,-3,2,1.5,-10,2,24,-12
COc1ccc(/C=C2\SC(=O)N(CCC(=O)N(C)C3CCS(=O)(=O)C3)C2=O)cc1 (stereo unspecified),4,6,1,2,-1.1,0,-3,0,2
CCOC(=O)c1c(NC(=O)C2CC(Cl)=CCC2C(=O)O)sc2c1CCCCC2 (stereo unspecified),14,5,7,7,-3.9,10,6,-4,-2
CC1CN(c2ccccc2)C(=O)CS1 (stereo unspecified),13,3,6,-1,-1.1,7,1,5,2
O=C(O)c1ccccc1S(=O)(=O)CC(=O)N1CCCCC1,5,2,3,2,-0.3,-5,3,0,2
O=S1(=O)NC(CC2=CCCCC2)C2CCCCC2O1 (stereo unspecified),2,9,4,12,-3.8,10,5,2,-3
CCC(C)[C@H](NC(=O)N1CCN(c2cccc(C(F)(F)F)c2)CC1)C(=O)OC (stereo partly specified),10,4,1,5,-0.6,1,6,-10,-4
CCOC(=O)NNC(=O)C12CC3CC(CC(C3)C1)C2,-4,-2,-6,0,-0.4,-4,-7,4,-5
C[C@H](NC(=O)c1nc[nH]c1C(=O)NCc1ccccc1)c1ccccc1,9,-1,1,9,.,0,-2,1,.
O=C(c1cc(-c2cccs2)nc2ccccc12)N1CCN(c2ccccc2)CC1,-4,2,-8,4,2.1,-3,-1,7,-3
O=C1c2ccccc2NC(c2ccccc2)N1c1ccc(O)cc1 (stereo unspecified),2,-1,1,9,-0.9,-2,6,-1,-3
Nc1nc(CCl)nc(Nc2ccccc2)n1,0,1,2,-5,1.7,-3,4,1,-3
O=C(/C=C/c1ccc([N+](=O)[O-])cc1)NCCSc1ccccc1,9,9,5,3,.,-2,13,2,-4
COc1ccccc1C(=O)NCCn1ccc2ccccc21,-6,1,-1,5,1.6,2,4,14,-4
COc1ccccc1C(=O)NC(=S)Nc1cccnc1Cl,5,14,-7,11,1.3,31,3,75*,1
CCn1ncc(/C=C/C(=O)Nc2c(C)nn(CC)c2C)c1C,-2,3,-3,2,-0.5,2,-2,-3,-1
O=C(Nc1ccc(NC(=O)c2cc3ccccc3o2)cc1)c1ccco1,2,1,-30,0,1.5,-2,-7,-2,-19
N/C(=N\OC(=O)CN1C(=O)c2ccccc2C1=O)c1ccc(Br)cc1,3,0,-3,4,0.0,3,0,8,-8
CCCCn1c(N)c(N(CC)C(=O)CCc2ccccc2)c(=O)[nH]c1=O,-2,-5,-7,-1,-0.2,-16,-4,1,-8
COc1cc(OC)cc(C(=O)NCCOc2ccccc2)c1,-7,-3,4,2,0.6,0,-6,40,1
CC1CN(C(=S)SCCN2C(=O)CCC2=O)CC(C)O1 (stereo unspecified),-1,5,-3,5,0.5,9,7,-1,1
COc1ccccc1NC(=S)N1CCCc2ccccc21,10,4,2,-3,0.1,7,-3,1,-2
CCOC(=O)C1CCN(C2CC(=O)N(c3ccc(OCC)cc3)C2=O)CC1 (stereo unspecified),1,5,1,0,1.3,5,7,3,4
O=C(CSc1nc2ccccc2o1)NCC(=O)c1ccccc1,-1,0,-6,5,0.2,4,2,5,4
COCCNC(=O)C(OC(=O)c1ccco1)c1ccccc1F (stereo unspecified),1,0,-1,3,0.9,-6,-1,0,4
CCOCCc1nnc(NC(=O)CSc2ccccc2)s1,5,7,1,2,-0.6,6,3,2,1
COC(=O)CCCC(=O)N1CCCC(CNS(=O)(=O)c2ccc(OC)cc2)C1 (stereo unspecified),5,-8,7,9,-0.4,-5,-6,1,1
O=C(O)C1C2C=CC(C2)C1C(=O)N1CCc2ccccc21 (stereo unspecified),7,8,3,4,-0.5,6,8,17,-1
CC(C)(C)N(Cc1nc(-c2ccccc2)no1)C(=O)c1ccc2c(c1)OCO2,6,2,0,8,-3.1,2,7,3,-2
Cc1ccc(S(=O)(=O)NCCNc2ccc([N+](=O)[O-])cc2)cc1,3,0,-1,14,3.0,2,3,2,1
CC(C)OC(=O)CN1C(=O)S/C(=C/c2ccc(N3CCCCC3)o2)C1=O,2,-97,-21,-33,23,-167,-43,1,-47
O=C(COc1ccccc1)NCC(=O)N/N=C/c1ccco1,-8,-3,-4,1,-1.1,5,7,-1,4
CCC(CC)C1C(C#N)=C(N)Oc2n[nH]c(C)c21 (stereo unspecified),5,2,6,8,.,10,4,1,-3
Cc1ccc(Oc2ncc(CN3CC(C)OC(C)C3)s2)cc1 (stereo unspecified),1,7,-2,3,-1.4,6,1,-1,-1

# Sorted by SMILES length (smallest number first): 10 of the compounds above
SMILES,pPAFAH FP inh,BCLXL inh,PME-1 primary,PAFAH1B2 inh,MEX-5 binding,MCL1-BIM inh,GLD-1 RNA inh,AHR act,Fam108B counter
CN1CCCN(C(=O)c2cccc3ccccc23)CC1,-1,5,0,1,-1.6,9,6,1,-1
COc1cccc(Nc2nc3ccccc3n3cnnc23)c1,4,2,1,0,5.6,1,1,15,1
CCC(CC)C1C(C#N)=C(N)Oc2n[nH]c(C)c21 (stereo unspecified),5,2,6,8,.,10,4,1,-3
S=c1[nH]nc(-c2ccccn2)n1/N=C/c1ccccc1,0,-11,-2,3,-0.9,-13,1,8,0
O=C(Nc1ccc(NC(=O)c2cc3ccccc3o2)cc1)c1ccco1,2,1,-30,0,1.5,-2,-7,-2,-19
CCOC(=O)C1CCN(C2CC(=O)N(c3ccc(OCC)cc3)C2=O)CC1 (stereo unspecified),1,5,1,0,1.3,5,7,3,4
CCOC(=O)c1c(NC(=O)C2CC(Cl)=CCC2C(=O)O)sc2c1CCCCC2 (stereo unspecified),14,5,7,7,-3.9,10,6,-4,-2
CCOc1ccc(CNC(=O)CN2C(=O)CSc3ccc(S(=O)(=O)N4CCOCC4)cc32)cc1OC,1,2,-2,2,0.5,2,1,1,4
CCN(C(=O)COC(=O)c1cc(S(=O)(=O)N2CCOCC2)c(Cl)cc1Cl)C1CCS(=O)(=O)C1 (stereo unspecified),0,-4,-8,.,-2.8,-8,1,-1,2
CCSc1ccc([C@@H]2[C@H]3C(=O)N(CC)C(=O)[C@H]3[C@]3(C(=O)OC)CCCCN23)cc1OC,5,.,.,7,.,.,-5,6,.

# Compound activity as filed in PubChem BioAssay.
